Bioassay records as filed in PubChem.
PglD DTNB = inhibitors of Campylobacter jejuni PglD acetyltransferase | purified PglD enzyme, DTNB colorimetric CoA detection | inhibition, % at 12.5 µM | 360,000 tested, 0.098% active; in the data active = inhibition above about 16%, passing the limit was not always enough; inconclusive = no clear call, values can overlap the other calls; also: strong numbers were not always called active
S100A4 MyoIIA = inhibitors of human S100A4 binding to myosin IIA peptide; inhibition, % at 10.7 µM; 360,000 tested, 0.14% active; S100A4/TAMRA-MyoIIA peptide fluorescence polarization; P26447;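 active = mean inhibition of at least 70% across replicates, with every replicate also reaching that level; inconclusive = mean inhibition reaches 70% but some replicates fall short; inactive = mean inhibition below 70%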
Target sequence (P26447 whole entry, looked up): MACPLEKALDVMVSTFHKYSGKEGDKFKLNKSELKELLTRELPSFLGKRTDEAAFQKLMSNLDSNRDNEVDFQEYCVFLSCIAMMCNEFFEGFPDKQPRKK
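Compound dosing: one dose per compound; test system: human S100A4 monomer with TAMRA-labelled myosin IIA peptide; probe or stimulus: TAMRA-labelled myosin IIA heavy-chain peptide probe, 5 nM; medium: HEPES buffer with Ca2+, pH 7.2; schedule: 5 min incubation before reading; benchmarks: neutral control DMSO, positive control TFP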
SIRT5 block = sirtuin-5 (human) deacylase inhibition | Purified SirT5, succinyl-peptide AMC, trypsin-coupled fluorescence | 330,000 tested, 1.1% active | inhibition, % at 15 µM | Q9NXA8 | AID 652115; in the data active = inhibition above about 15%; inconclusive = no clear call, values can overlap the other calls
Target sequence (Q9NXA8 whole entry, looked up): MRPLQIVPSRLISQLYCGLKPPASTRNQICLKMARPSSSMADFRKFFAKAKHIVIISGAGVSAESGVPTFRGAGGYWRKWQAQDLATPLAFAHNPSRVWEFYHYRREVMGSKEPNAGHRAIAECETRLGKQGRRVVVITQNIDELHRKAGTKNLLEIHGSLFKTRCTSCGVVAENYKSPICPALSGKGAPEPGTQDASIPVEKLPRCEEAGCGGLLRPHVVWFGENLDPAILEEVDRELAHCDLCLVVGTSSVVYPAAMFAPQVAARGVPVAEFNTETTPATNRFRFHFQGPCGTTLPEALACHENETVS
DENV2 CPE = protects cells from dengue virus 2 cytopathic effect; 350,000 tested, 1.7% active; DENV2-infected cells, cytopathic effect rescue, plate reader; CPE inhibition, % at 9.99 µM; AID 651640; in the data active = CPE inhibition above about 20%, passing the limit was not always enough; inconclusive = no clear call, values can overlap the other calls; tested in BHK-21 cells;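 also: 0% = median of neutral control wells and 100% = median of positive control wells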
Statin myotox sup = suppressors of simvastatin-induced myotoxicity in C2C12 myotubes; ATP luminescence, 48 h; scaled: DMSO 0, geranylgeraniol control 100; rescue of ATP level, % at 7.49 µM; 330,000 tested, 0.78% active;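 active = mean ATP rescue above about 67%, or every replicate alone reaching that limit, limit read from the data, passing the limit was not always enough; inconclusive = no clear call, values can overlap the other calls; inactive = mean under the limit and some replicate under it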;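 also: myotubes were challenged with 10 µM simvastatin during compound exposure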
E-selectin induc = induces E-selectin expression in human endothelial cells; P16581; activation, % at 7.58 µM; HUVEC E-selectin immunofluorescence imaging; normalized: neutral wells 0, TNF-alpha wells 100; 260,000 tested, 0.37% active;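 active = mean E-selectin-positive cell signal at least 10% of the positive control, reached in at least 60% of replicates, without over 20% cell loss; inconclusive = no rule given, readout overlaps actives, possibly toxicity-flagged; inactive = the rest, including those meeting only one limit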;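 also: in these data hits start at about 27%; measured in HUVEC primary endothelial cells; signal is the percent of cells scored E-selectin positive by PE staining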
Target sequence (P16581 whole entry, looked up): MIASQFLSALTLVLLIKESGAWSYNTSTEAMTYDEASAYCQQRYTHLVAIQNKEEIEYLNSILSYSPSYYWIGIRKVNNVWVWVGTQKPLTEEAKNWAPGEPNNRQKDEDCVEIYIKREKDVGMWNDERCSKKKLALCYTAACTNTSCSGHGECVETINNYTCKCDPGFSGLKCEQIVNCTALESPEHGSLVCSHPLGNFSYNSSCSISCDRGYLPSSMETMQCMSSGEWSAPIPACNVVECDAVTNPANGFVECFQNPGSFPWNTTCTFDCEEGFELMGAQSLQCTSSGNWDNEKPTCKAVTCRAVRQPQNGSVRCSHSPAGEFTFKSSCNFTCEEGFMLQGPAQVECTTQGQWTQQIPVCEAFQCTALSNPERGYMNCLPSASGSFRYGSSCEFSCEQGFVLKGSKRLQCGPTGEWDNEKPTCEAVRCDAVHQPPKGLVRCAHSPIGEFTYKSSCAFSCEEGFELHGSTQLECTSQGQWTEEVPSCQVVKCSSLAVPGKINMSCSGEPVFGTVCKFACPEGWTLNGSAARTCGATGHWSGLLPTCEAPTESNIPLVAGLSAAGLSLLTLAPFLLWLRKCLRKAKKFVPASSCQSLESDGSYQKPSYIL
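Test system – human umbilical vein endothelial cells (HUVEC), E-selectin induction · Input – 3,000 HUVEC seeded per well · Buffer or medium – EGM-2, gelatin · Compound dosing – single-point compound dose · Detection – immunofluorescence imaging · Measure – percent E-selectin-positive cells · Controls – TNF-alpha high, DMSO low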
ERp5 inh = blocks human ERp5 reductase activity on insulin; inhibition, % at 9.99 µM; ERp5 insulin aggregation, absorbance 650 nm, 90 min; 350,000 tested, 0.05% active; Q15084;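 active = mean replicate inhibition above about 25%, with every replicate also reaching it, limit read from the data, passing the limit was not always enough; inconclusive = only one of those two criteria met; inactive = neither criterion met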
* marks the source's active call; other numbers are inactive results; ? = inconclusive; nt = not tested or not shown; & = joins results of further samples. Not all compounds are listed; rates above refer to the full screens.

SMILES | PglD DTNB | S100A4 MyoIIA | SIRT5 block | DENV2 CPE | Statin myotox sup | E-selectin induc | ERp5 inh
CO[C@@H]1CN(C)C(=O)c2cc(NC(C)=O)ccc2OC[C@H](C)N(Cc2ccccc2C(=O)O)C[C@H]1C | 4 | -2 | 4 | 6 | 14 | 0.0 | 2
CC(=O)Nc1ccc(NC(=O)COc2ccc(S(=O)(=O)N3CCCC3)cc2C)cc1 | -3 | -6 | -2 | 2 | 0 | nt | 4
CO[C@H]1CN(C)C(=O)c2cc(NC(=O)c3cnccn3)ccc2OC[C@H](C)N(C(=O)C2CC2)C[C@@H]1C | -3 | -1 | 1 | -6 | -12 | 0.1 | -1
COc1ccc(S(=O)(=O)NC(=O)C2(C)CCN2C(=O)Cc2ccc(-c3ccccc3)cc2)cc1 (configuration not stated) | 2 | 3 | -2 | -6 | 8 | 0.0 | -5
Cc1nn(Cc2c(F)c(F)c(F)c(F)c2F)c(C)c1NC(=O)c1nn(C)c(C)c1Br | 3 | -2 | -1 | -4 | 2 | -0.2 | 4
O=C(O)c1cccnc1Br | nt | 20 | -4 | -6 | nt | 0.4 | 2
Cc1cc(=O)n2nc(N3CCCC(C(=O)NC4CCCCC4C)C3)sc2n1 (configuration not stated) | 0 | 1 | 7 | 5 | 5 | 0.0 | 6
COC(=O)c1cc(NC(=O)COC(=O)CCc2nc3ccccc3c(=O)[nH]2)cc(C(=O)OC)c1 | -1 | -5 | nt | 3 | 13 | -0.2 | 6
NNC(=O)CCc1nc2ccc(O)cc2[nH]1 | 0 | 0 | 2 | 9 | 4 | nt | 1
CN(C)c1cccc2c(S(=O)(=O)NC(=O)[C@H]3O[C@@H](n4ccc(=O)[nH]c4=O)[C@H](O)[C@@H]3O)cccc12 | nt | -3 | 5 | -3 | nt | -0.3 | -4
O=C(NCCc1cccc(F)c1)C1CCC(=O)N(C2CCCCCC2)C1 (configuration not stated) | 5 | 2 | 2 | -9 | 5 | nt | -3
O=C(O)c1ccc(NS(=O)(=O)c2cccc(C(=O)Nc3ccc(Br)cc3)c2)cc1 | 6 | -5 | 2 | -2 | -7 | nt | -6
Cn1c(=O)c2ncn(CC(=O)N/N=C/C=C/c3ccccc3)c2n(C)c1=O | nt | 1 | 4 | 1 | nt | -3.7 | -6
COc1cc(OC)cc(-n2nnnc2SCC(=O)N2CCCc3ccccc32)c1 | nt | 5 | -3 | -1 | 26 | nt | 4
C[C@@H]1CN([C@H](C)CO)C(=O)Cc2cc(NC(=O)c3ccncc3)ccc2O[C@H]1CN(C)C(=O)Nc1ccccc1 | -6 | -19 | 9 | ? | -4 | nt | 3
Cc1noc(C)c1NC(=O)N(C)C[C@@H]1OCc2ccccc2-c2c(n(C)c3ccccc23)C(=O)N([C@@H](C)CO)C[C@H]1C | -2 | 1 | 1 | ? | nt | -0.2 | -3
CC(NC(=O)Cc1ccccc1)C1COc2ccccc2O1 (configuration not stated) | 1 | 3 | -5 | -2 | 3 | -0.7 | 1
COc1ccc(-c2cnc3c(c2)C(=O)N([C@@H](C)CO)C[C@@H](C)[C@@H](CN(C)C(=O)Cc2ccccc2)O3)cc1 | 1 | 0 | 2 | 4 | 5 | 0.4 | -2
CCOC(=O)c1ccc2c(c1)N(C)C(=O)c1ccccc1S2 | 2 | 0 | -2 | nt | 1 | nt | -6
CCc1ccc(N(C(=O)c2snc(C(N)=O)c2N)C(C(=O)NCC2CCCO2)c2ccco2)cc1 (configuration not stated) | -4 | 10 | -10 | 11 | -13 | 0.4 | 0
O=C(c1cc2cc([N+](=O)[O-])ccc2s1)N1CCOCC1 | nt | -2 | -3 | -3 | 7 | 1.4 | 8
O=C(OCC(=O)N1CCCCC1)c1ccc2ccccc2n1 | 2 | -2 | -2 | 2 | -25 | nt | 2
CC[C@]1(c2cccc(C)c2)C(=O)N(C(=O)OC)N1C(=O)OC | 0 | -2 | nt | -5 | -2 | 0.0 | 6
Cn1c(=NC(=O)COc2ccccc2)sc2ccccc21 | nt | 4 | -6 | nt | nt | 6.1 | 0
CN1CCN(c2ccc(Cl)cc2NC(=O)c2cccc(S(=O)(=O)N(C)C)c2)CC1 | 4 | -8 | -1 | -1 | -8 | nt | -4
C[C@H]1CCCCO[C@H](CN(C)S(=O)(=O)c2cn(C)cn2)[C@@H](C)CN([C@@H](C)CO)C(=O)c2cc(NC(=O)Cc3ccccc3)ccc2O1 | 0 | nt | nt | 1 | nt | -0.1 | nt
O=C(NCC[C@H]1CC[C@@H](NC(=O)C2CCCC2)[C@H](CO)O1)c1ccc(F)cc1 | -1 | 9 | 3 | 1 | 2 | -0.2 | 4
COCCNC(=O)C1(C)CCCN(Cc2cc(C(F)(F)F)ccc2Cl)C1 (configuration not stated) | 5 | 4 | 1 | -1 | -1 | -0.2 | 2
COCCCNC(=O)CNC(=O)c1nn(-c2ccc(OC)cc2)c(=O)c2ccccc12 | 2 | -3 | 1 | -6 | -3 | 0.0 | 0
C[C@@H]1CN([C@H](C)CO)C(=O)Cc2cc(NC(=O)c3ccncc3)ccc2O[C@@H]1CN(C)S(=O)(=O)c1cn(C)cn1 | 7 | 44 | -5 | 2 | -12 | -9.5 | 19
COc1cccc(S(=O)(=O)Nc2ccc3c(c2)[C@@H]2C[C@@H](CC(=O)N(C)C)O[C@H](CO)[C@@H]2O3)c1 | -1 | 0 | -2 | 0 | -6 | 0.0 | -6
Cc1cccc(N2C(=O)N3[C@H](c4ccc(Br)cc4)[C@@H]4C(=O)N(C(C)(C)C)C(=O)[C@@H]4[C@]3(C)C2=O)c1 | -2 | 1&-2 | -1 | 26* | -2 | 0.3 | 0&-7
CCc1nc2c(OCc3cccc(Cl)c3)cccn2c1N(C)C(=O)c1ccc(OC)cc1 | -1 | 5 | nt | 15 | -6 | -0.2 | 2
O=C(c1ccccc1F)N1CC[C@@H]2[C@H](CO)Nc3ccc(C#Cc4ccc(F)cc4)cc3[C@@H]21 | 2 | nt | nt | 26* | -25 | 0.0 | nt
COc1cccc(-c2ccc3c(c2)O[C@@H](CN(C)C(=O)c2ccccc2F)[C@H](C)CN([C@@H](C)CO)S3(=O)=O)c1 | 1 | 10 | 20* | -2 | -66 | nt | -1
Cc1ccc(C)c2[nH]c(=O)c(CCNC(=O)c3ccc(S(=O)(=O)N4CCCC4)cc3)cc12 | 0 | -2 | -1 | -6 | nt | -2.8 | -4
CC1=CCC2C(=O)N(c3cccc(C(=O)NC(C)c4ccccc4)c3)C(=O)C2C1 (configuration not stated) | 3 | -7 | -3 | -5 | -13 | nt | 2
O=C(c1cc(COc2cccc(C(F)(F)F)c2)on1)N1CCSCC1 | 0 | 1 | -3 | -1 | -2 | -2.9 | -5
COC(=O)c1ccccc1NC(=O)CSc1nc2ccsc2c(=O)n1Cc1ccc(C(=O)O)cc1 | 0 | -4 | nt | -7 | -4 | -0.2 | -3
C1=C(c2cn(-c3nc4ccccc4s3)nn2)CCCC1 | nt | -2 | -3 | 5 | nt | 0.1 | 3
O=C(NC(Cc1ccccc1)C(=O)O)/C(=C\c1ccccc1F)NC(=O)c1ccccc1 (configuration not stated) | nt | -1 | 4 | 6 | -1 | nt | 4
O=C(Nc1cc(C(F)(F)F)cc(C(F)(F)F)c1)Nc1cnn(-c2ccc([N+](=O)[O-])cc2)c1C(F)(F)F | 2 | 7 | nt | -18 | -23 | 74* | 1
C[C@@H](NC(=O)[C@H]1[C@H](CO)[C@H]2Cn3c(ccc(C4=CCCC4)c3=O)[C@@H]1N2C(=O)C1CC1)c1ccccc1 | nt | -57 | -5 | -8 | nt | 0.0 | 2
C=CCCC(=O)N1CCCC(C(=O)c2cccc(OC)c2)C1 (configuration not stated) | -13 | 9 | -1 | 2 | 6 | nt | 1
O=C1C=CC(=O)N1N(c1ccccc1)c1ccccc1 | -7 | 0 | -2 | 13 | -1 | -1.7 | 13
Cc1ccc(NS(=O)(=O)c2cccc(C(=O)N3CCCCCCC3)c2)cc1 | nt | 7 | -5 | 7 | nt | 3.8 | 2
O=C(NC1CC1)c1sc2ccccc2c1Cl | -1 | 4 | -4 | 11 | -4 | nt | -1
Cn1c(NC(=O)c2ccc(S(=O)(=O)N3CCOCC3)cc2)cc(=O)n(C)c1=O | -3 | -2 | -2 | 3 | -1 | -0.3 | 7
O=S1(=O)CCN(C2CCCCCCCCCCC2)CC1 | nt | -4 | -4 | 1 | nt | -0.9 | 1
Cc1cnn(C(=O)c2oc3ccccc3c2C)c1 | nt | 0 | -5 | -1 | nt | nt | 0
Cc1ccc(NC(=O)CCNS(=O)(=O)c2cccc3nonc23)cc1 | -5 | nt | nt | nt | 3 | -0.2 | nt
O=C(Nc1cc(F)ccc1F)N1CCCCN2[C@H](C1)[C@@H](c1ccc(-c3ccncc3)cc1)[C@@H]2CO | 2 | 23 | -6 | -8 | nt | 0.2 | 4
Cc1ccc(/C=N/NC(=O)CN2C(=O)CSc3ccccc32)o1 | nt | -2 | -3 | 17 | nt | 0.4 | 1
Cc1nccn1Cc1cccc2ccccc12 | 0 | 7 | -3 | 4 | nt | nt | 1
NC(=S)Nc1ccccc1Br | 0 | -7 | -4 | 0 | -6 | nt | 1
Cc1ccc(S(=O)(=O)N(C)C[C@H]2OCCCC[C@@H](C)Oc3ccc(NC(=O)Nc4cccc5ccccc45)cc3C(=O)N([C@H](C)CO)C[C@@H]2C)cc1 | -3 | 63 | 1 | ? | nt | 0.6 | 2
O=C(c1ccccc1)c1c[nH]c(C(=O)NNc2ccccc2)c1 | nt | -2 | -5 | -8 | nt | nt | -3
COCCCNC(=S)NNC(=O)C1CC1c1ccc(C(C)(C)C)cc1 (configuration not stated) | nt | 1 | -2 | -2 | nt | 3.3 | -6
O=C(NCC(=O)N1CCN(S(=O)(=O)c2ccccc2)CC1)c1ccc(Br)o1 | 2 | -4 | -12 | -5 | 2 | -0.1 | 1
CCCN(CCC)CCNC(=O)c1cn(C)c(=O)c2c1c1ccccc1n2C | -2 | 0 | -6 | 1 | 9 | -0.1 | -1
(next part)
SMILES | PglD DTNB | S100A4 MyoIIA | SIRT5 block | DENV2 CPE | Statin myotox sup | E-selectin induc | ERp5 inh
COc1ccc(NC(=O)CSCC(=O)Nc2cccc3ncccc23)cc1 | 11 | -2 | -4 | 4 | 5 | nt | 3
COc1ccccc1C(=O)Nc1ccc2c(c1)OC[C@@H](C)N(C)C[C@H](C)[C@H](OC)CN(C)C2=O | 2 | 3 | -2 | 5 | -25 | 0.4 | 3
CCN(CC(=O)Nc1c(F)cccc1F)C(=O)CCCNC(=O)c1ccc(Cl)cc1 | 0 | 1 | -1 | -7 | 9 | 5.3 | 24
O=C(CC(O)c1ccccc1)Nc1ccccn1 (configuration not stated) | 3 | 14 | -3 | 5 | -7 | 0.5 | 5
COc1ccccc1NC(=O)N[C@H]1CC[C@H](CCn2cc(-c3ccccc3OC)nn2)O[C@H]1CO | -4 | 4 | 4 | ? | 1 | -0.1 | 0
O=C(CN(C(=O)c1csnn1)c1cccc2c1CCCC2)NC1CCCC1 | nt | 4 | 1 | -8 | 17 | 0.1 | 5
